Screens as filed in PubChem BioAssay.
SMN2 splice up – qHTS Assay for Enhancers of SMN2 Splice Variant Expression; Potency, µM (highest dose often 46.1 µM), without a hit: at the top dose activity change, positive = activation, actives largely listed as activators; HEK293 SMN2-luciferase splicing reporter, luminescence, 30-36 h; hit rate 2.8% among 210,000; note: % of control where 0% means no effect; nearly all actives have a fitted effect of over 55% in size
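HEK293 cells carry an SMN2 minigene-luciferase reporter in which exon 7 inclusion puts luciferase in frame. Cells were seeded at 2000 cells/well, attached for 10-12 hours, then exposed to compounds for 30-36 hours at 37C before ONE-Glo luminescence.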
ALDH1A1 inh – qHTS Assay for Inhibitors of Aldehyde Dehydrogenase 1 (ALDH1A1); Aldehyde dehydrogenase 1A1 (Homo sapiens), P00352; Purified ALDH1A1, NADH fluorescence, propionaldehyde substrate; Potency, µM (doses to about 75.3 µM), inactives show at the top dose activity, negative = inhibition, actives largely listed as inhibitors; hit rate 7.3% among 220,000; active = well fitted inhibition curve with a large enough effect, not every such curve was filed as active; inconclusive = small, poorly fitted or top-dose-only effect, or another doubt; inactive = no such curve, though single readings can be large or run the other way;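 note: plate controls were no enzyme wells and a reference inhibitor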
Target sequence (P00352 whole entry, looked up): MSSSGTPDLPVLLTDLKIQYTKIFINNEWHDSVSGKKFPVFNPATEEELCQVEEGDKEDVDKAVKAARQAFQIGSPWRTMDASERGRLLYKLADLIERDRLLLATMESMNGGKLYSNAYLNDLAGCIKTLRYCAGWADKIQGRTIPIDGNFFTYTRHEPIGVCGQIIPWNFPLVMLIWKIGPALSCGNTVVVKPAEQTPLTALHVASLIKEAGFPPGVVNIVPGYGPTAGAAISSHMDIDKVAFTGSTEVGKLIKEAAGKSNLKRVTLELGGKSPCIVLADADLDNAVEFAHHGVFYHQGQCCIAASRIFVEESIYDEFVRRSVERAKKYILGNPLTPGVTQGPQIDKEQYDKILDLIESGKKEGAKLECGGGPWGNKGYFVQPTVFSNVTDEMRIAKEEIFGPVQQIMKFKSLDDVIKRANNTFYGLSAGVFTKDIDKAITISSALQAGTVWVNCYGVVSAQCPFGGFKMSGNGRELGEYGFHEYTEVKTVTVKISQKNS
Tau fluor cs – Counterscreen qHTS for Inhibitors of Tau Fibril Formation, Fluorescence Polarization. tau K18 P301L Alexa594 fluorescence, heparin fibrillization. Potency, µM (highest dose often 57.7 µM), inactives show at the top dose activity change, negative = decrease. hit rate 0.93% among 280,000; note: % is set by controls: 0 for no effect and ±100 for the full control effect; nearly all actives have a fitted effect of over 55% in size
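Human tau K18 P301L (15 uM unlabeled, 0.24 uM Alexa 594-labeled) in 100 mM sodium acetate pH 7 with 20 uM heparin, 6 hr at 37 C. ThT 30 uM added, 1 hr ambient; Alexa 594 FP and total fluorescence read at 555/632 nm.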
HttQ103 aggreg – qHTS Multiplex Assay to Identify Dual Action Probes in a Cell Model of Huntington: Aggregate Formation (GFP) | hit rate 1.1% among 220,000 | Potency, µM (series often up to 46.1 µM), without a hit: top-dose activity change, negative = inhibition, most hits filed as inhibitors | PC12 HttQ103-GFP aggregates, Acumen cytometry, 40 h | AID 1688, 2009; note: % is set by controls: 0 for no effect and ±100 for the full control effect; nearly all actives have a fitted effect of over 60% in size
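PC12 cells stably carrying ecdysone-inducible HTT exon 1 Q103–GFP were induced with tebufenozide (100 nM final) and treated with library compounds in titration. GFP aggregates in lysates were counted by laser scanning cytometry.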
Tau fibril FP – qHTS for Inhibitors of Tau Fibril Formation, Fluorescence Polarization. hit rate 0.39% among 280,000. Microtubule-associated protein tau (Homo sapiens), P10636. Potency, µM (highest dose often 57.7 µM), for the others: at the highest dose activity, negative = inhibition, most hits filed as inhibitors. K18 P301L tau heparin fibrillization, Alexa594 FP, 6 h; note: % is set by controls: 0 for no effect and ±100 for the full control effect; nearly all actives have a fitted effect of over 55% in size
Target sequence (P10636 561-689 P618L limits assumed): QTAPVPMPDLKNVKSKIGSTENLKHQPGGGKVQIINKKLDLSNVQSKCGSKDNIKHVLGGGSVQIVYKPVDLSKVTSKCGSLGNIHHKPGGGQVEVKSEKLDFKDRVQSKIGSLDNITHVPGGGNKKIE
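Recombinant K18 P301L […], labeled with Alexa 594 at 0.24 uM over 15 uM unlabeled; heparin inducer 20 uM final; 37 C, 6 hr; FP endpoint.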
Tau fibril ThT – qHTS for Inhibitors of Tau Fibril Formation, Thioflavin T Binding; recombinant tau K18 P301L (four-repeat tau fragment), heparin-induced fibrillization, ThT fluorescence; Potency, µM (titrated, usually from 57.4 µM), inactives show at the top dose activity, negative = inhibition, usual class: inhibitors; hit rate 2.1% among 270,000; AID 1460, 2008; note: % is set by controls: 0 for no effect and ±100 for the full control effect; nearly all actives have a fitted effect of over 55% in size
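K18 P301L tau (15 uM + 0.24 uM Alexa 594-tagged), heparin 20 uM, NaOAc pH 7, 6 h 37 C; ThT 30 uM, 1 h RT, ex 450/em 510 nm.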
HTT cytoprotect – qHTS Multiplex Assay to Identify Dual Action Probes in a Cell Model of Huntington: Cytoprotection (ATP); hit rate 0.14% among 230,000; Potency, µM (doses to about 56.4 µM), for the others: cytoprotection (ATP increase), hits mostly activators; PC12 HTT-Q103 induced, cytoprotection, ATP luminescence, 40 h; AID 1471, 2008;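 note: % of control where 0% means no effect; nearly all actives have a fitted effect of over 45% in size; toxic huntingtin expression switched on by the ecdysone agonist tebufenozide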
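Stable PC12 Q103-GFP cells in serum-supplemented, phenol red-free DMEM; induction by tebufenozide at 100 nM final; compound dose series; cell viability quantified luminescently from ATP.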
KDM4E inh – qHTS Assay for Inhibitors of Human Jumonji Domain Containing 2E (JMJD2E) | Lysine-specific demethylase 4E (Homo sapiens), B2RXH2 | JMJD2E catalytic domain, FDH-coupled NADH fluorescence (FDH is formaldehyde dehydrogenase) | Potency, µM (titrated, usually from 57.1 µM), for the others: at the highest dose activity change, negative = inhibition, actives largely listed as inhibitors | hit rate 1.6% among 230,000 | AID 2147, 2009; active = well fitted inhibition curve with a large enough effect, not every such curve was filed as active; inconclusive = small, poorly fitted or top-dose-only effect, or another doubt; inactive = no such curve, though single readings can be large or run the other way;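 note: 0% = wells with enzyme and -100% = buffer wells without enzyme; nearly all actives have a fitted effect of over 50% in size; many of its hits are not listed in these tables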
Target sequence (B2RXH2 1-337 limits assumed): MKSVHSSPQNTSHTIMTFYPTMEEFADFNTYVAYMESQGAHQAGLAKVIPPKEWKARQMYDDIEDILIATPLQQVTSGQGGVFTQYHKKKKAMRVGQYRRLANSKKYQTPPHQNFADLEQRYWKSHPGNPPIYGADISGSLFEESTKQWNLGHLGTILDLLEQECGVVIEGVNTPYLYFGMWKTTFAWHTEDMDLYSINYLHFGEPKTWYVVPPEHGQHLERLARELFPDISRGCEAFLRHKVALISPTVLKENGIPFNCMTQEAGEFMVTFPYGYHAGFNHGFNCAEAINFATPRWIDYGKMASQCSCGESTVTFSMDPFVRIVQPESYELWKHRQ
* hit, by the source's call; ? = inconclusive; / = not tested or not shown; [ ] = dose if it differs, or a comment. Unless noted, calls come from the whole dose curve; as a rule, active = well fitted curve in the direction sought with a large enough effect; inconclusive = small, poorly fitted or top-dose-only effect, or another doubt; inactive = no such curve, though single readings can be large; an effect the other way counts as inactive or inconclusive. Potency is the fitted concentration of half-maximal effect. Only part of the results is shown, so the mix of outcomes need not match the whole.

SMILES	SMN2 splice up	ALDH1A1 inh	Tau fluor cs	HttQ103 aggreg	Tau fibril FP	Tau fibril ThT	HTT cytoprotect	KDM4E inh
CCOC(=O)c1c(C)n(C)c2cc(-c3ccc(C)cc3)c(O)cc12	-8%	?	-3%	10%	12%	0%	-3%[10 µM]	?
CCC(C)c1ccc(NC(=S)NC(C)C2CCCO2)cc1 (stereo unspecified)	/	?	-11%	7%[9.22 µM]	1%	-5%	29%[10 µM]	-8%
COc1ccc(CNc2nc3c(c(=O)n(Cc4ccc(Cl)cc4)c(=O)n3C)n2C)cc1	-24%	?	?	-18%	17%	22%	-9%	-3%
Cc1c(N=C2N=C(NC(=O)Nc3ccc(Cl)cc3)c3ccccc32)c(=O)n(-c2ccccc2)n1C	-12%	11%	-9%	2%	8%	-14%	-30%	1%
Cc1cc(N2CCCC2)nc2ccccc12	-10%	7%	16%	-10%[9.22 µM]	3%	15%	-22%	?
CN(C(=O)CSc1ncc(C(F)(F)F)cc1Cl)c1c(N)n(Cc2ccccc2)c(=O)[nH]c1=O	14%	-3%	-3%	20%	0%	0%	?	9%
Cc1ccc(S(=O)(=O)N2CCC(C(=O)NCCc3ccc(S(N)(=O)=O)cc3)CC2)cc1	10%	?	-11%	-6%	-13%	-2%	-3%[10 µM]	5%
CCCCN(C)C1=Nc2cccc3cccc1c23	-6%	?	-5%	-11%[9.22 µM]	2%	-10%	9%	?
CN(C)C(=O)CN(C)S(=O)(=O)c1ccc(Cl)cc1	-6%	-3%	4%	6%	3%	-5%	-3%	-5%
CCn1c(=O)c(C(C)=O)c(O)c2ccccc21	/	12%	1%	-25%	0%	-5%	-17%	-10%
Cc1cc(C)nc(SCC(=O)Nc2ccc(S(=O)(=O)Nc3ncccn3)cc2)n1	/	-2%	14%[2.34 µM]	-12%[9.22 µM]	11%	10%	-45%[inhibitor][10 µM]	-1%
CCOC(=O)C1=NNC2(c3ccc(Cl)cc3)C(=O)N(c3cc(C)cc(C)c3)C(=O)C12 (stereo unspecified)	3%	2%	-7%	0%	6%	-14%	-8%	6%
CC1(C)NC(=O)N(CCOCCOc2ccccc2-c2ccccc2)C1=O	-9%	?	-6%	4%	-1%	-1%	/	10%
CCCNc1nc(OC(C(F)(F)F)C(F)(F)F)nc(OC(C(F)(F)F)C(F)(F)F)n1	-2%	5%	-11%	13%	-12%	-3%	13%	10%
O=c1[nH]c(CN2CCOCC2)nc2ccccc12	5%	6%	2%	-5%	-1%	0%	-22%	-1%
CCOC(=O)c1c(NC(=O)/C=C/c2ccc(OCC)cc2)sc2c1CCCC2	9%	/	-7%	/	4%	-14%	/	/
O=C(N/N=C/C=C/c1ccco1)c1cccnc1	-18%	?	-21%	?	?	?	0%	?
CCOC(=O)c1oc2ccccc2c1NC(=O)c1cccc(OC)c1OC	-5%	?	-25%	?	-7%	-10%	-29%[10 µM]	?
Cc1c2c(nc3c(C(=O)NC4CCCC4)cnn13)CCCC2	-10%	?	-1%	-3%	8%	-10%	-26%	?
CCOC(=O)c1ccc(NC(=O)C(C)Sc2nc(=O)cc(N)n2CCc2ccccc2)cc1 (stereo unspecified)	7%	/	?	/	-4%	-13%	/	/
CCCOc1ccc(/C=N/NC(=O)C(=O)Nc2ccccn2)cc1	-1%	-5%	7%	2%	4%	-18%	15%[10 µM]	8%
O=C(NC(=S)NC1C2CC3CC(C2)CC1C3)C12CC3CC(CC(C3)C1)C2 (stereo unspecified)	-20%	11%	-2%	-3%	2%	-8%	?	-2%
COc1cc(SC)ccc1C(=O)Nc1ccon1	?	20µM*	-5%	?	-5%	?	-7%[10 µM]	-7%
COc1ccc([C@@H](C)NC(=O)CCc2nnc(-c3cc(C)on3)o2)cc1	/	8%	-2%	0%	-3%	-1%	15%	8%
CN(C)C(CNC(=O)c1ccc2c(c1)S(=O)(=O)c1ccccc1C2=O)c1ccco1 (stereo unspecified)	0%	?	-9%	3%	-6%	-12%	13%	7%

5 of these compounds in a different format:
structure | SMN2 splice up | ALDH1A1 inh | Tau fluor cs | HttQ103 aggreg | Tau fibril FP | Tau fibril ThT | HTT cytoprotect | KDM4E inh
COc1cc(SC)ccc1C(=O)Nc1ccon1 | ? | 20µM* | -5% | ? | -5% | ? | -7%[10 µM] | -7%
Cc1c(N=C2N=C(NC(=O)Nc3ccc(Cl)cc3)c3ccccc32)c(=O)n(-c2ccccc2)n1C | -12% | 11% | -9% | 2% | 8% | -14% | -30% | 1%
COc1ccc([C@@H](C)NC(=O)CCc2nnc(-c3cc(C)on3)o2)cc1 | / | 8% | -2% | 0% | -3% | -1% | 15% | 8%
O=C(NC(=S)NC1C2CC3CC(C2)CC1C3)C12CC3CC(CC(C3)C1)C2 (stereo unspecified) | -20% | 11% | -2% | -3% | 2% | -8% | ? | -2%
CCn1c(=O)c(C(C)=O)c(O)c2ccccc21 | / | 12% | 1% | -25% | 0% | -5% | -17% | -10%

Next section.
SMILES	SMN2 splice up	ALDH1A1 inh	Tau fluor cs	HttQ103 aggreg	Tau fibril FP	Tau fibril ThT	HTT cytoprotect	KDM4E inh
Cc1ccc(C(=O)Cn2nnc3ccccc32)cc1	?	-1%	0%	5%	-3%	2%	?	-5%
COc1ccccc1CNC(=O)c1ccc(S(=O)(=O)N2CCCC2)cc1	/	?	-23%	-21%	-13%	-21%	-11%	4%
CN(Cc1ccc(F)cc1)C(=O)COc1ccccc1-c1ccccc1	/	?	-18%	-14%	0%	?	-5%[10 µM]	6%
CCC(=O)Nc1ncc2c(n1)CC(c1ccco1)CC2=O (stereo unspecified)	8%	?	6%	-11%	10%	-6%	-12%[10 µM]	-3%
CCCCS(=O)(=O)Nc1ccc(C)cn1	0%[1.84 µM]	?	-16%	7%	-17%	?	4%[10 µM]	?
COc1ccc(/C=C/c2cc[n+](C(=O)Cc3ccccc3)cc2)cc1	-36%[inhibitor]	?	-13%	-32%	-3%	?	4%[10 µM]	?
Cc1ccccc1Cn1cnc2ccccc21	/	11%	-17%	22%[9.22 µM]	-7%	-12%	36%[10 µM]	6%
COc1cccc(OCCn2c(-c3ccc(Cl)cc3)nc3ccccc3c2=O)c1	-2%	/	-8%	/	-7%	1%	/	/
c1ccc(-n2ncc3c(NCc4ccco4)ncnc32)cc1	/	?	5%	11%	0%	1%	-21%	-2%
Cc1cccc2c(=O)cc(C)n(CC(=O)N3CCOCC3)c12	-18%	6%	-5%	3%	1%	-4%	-1%	?
COCCCn1c(=N)c(C(=O)NC2CCCC2)cc2c(=O)n3cccc(C)c3nc21	-14%	/	0%	/	-8%	1%	/	/
COc1ccc(OC)c(NC(=O)CC2SC(=Nc3ccc(F)cc3)N(CCC3=CCCCC3)C2=O)c1 (stereo unspecified)	-24%	-11%	?	-16%	-1%	-9%	14%[10 µM]	-3%
O=C(CCCCCNC(=S)Nc1ccccc1)C[N+](=O)[O-]	-3%	3.5µM*	-13%	1%	-3%	?	-8%	7%
CC1CCCN(C(=O)C2CCN(CCCc3ccccc3)CC2)C1 (stereo unspecified)	-15%	-9%	4%	-5%	-4%	1%	-2%	9%
O=C(Nc1nc(-c2ccncc2)cs1)c1ccco1	-20%	-7%	-30%	-7%	8%	?	-19%	-12%
O=C(Cc1ccc(Cl)cc1)Nc1ccc2nn(-c3ccccc3)nc2c1	-8%	/	-4%	/	-9%	1%	/	/
COc1cc(CNC(=O)OCC(C)C)cc(OC)c1OC	8%	4%	-1%	6%	7%	-10%	-12%	-4%
Cc1nc2c(C(=O)NCCc3ccc(Cl)cc3)c[nH]n2c(=O)c1Cc1ccc(Cl)cc1	8%	/	?	/	-12%	28µM*	/	/
COc1ccc2nc(NC(=O)c3cccnc3SC)sc2c1	?	12%	-26%	-23%	-2%	?	-17%[10 µM]	-13%
Cc1cc(Nc2ccccc2)n(-c2ccc(C(=O)O)cc2)n1	-1%	9%	11%	12%	-1%	5%	-34%[10 µM]	6%
COc1ccc(C2CC(c3ccc(OC)cc3)n3nc(NC(=O)c4cccs4)nc3N2)cc1 (stereo unspecified)	-5%	7%	-16%	10%	-9%	-18%	-42%[inhibitor]	-1%
CC1(C)Cc2ccccc2C2=C(C(=O)N3CCCCCC3)C(=O)C(=O)N21	/	-2%	3%	0%	1%	-1%	-5%	-1%
O=C1COc2ccc(C(=O)CSc3nnc(Cc4cccs4)n3-c3ccccc3)cc2N1	-16%	3.2µM*	-26%	8%[9.22 µM]	0%	?	0%	-3%
CC(C)(C)c1ccccc1OCCCCCn1ccnc1	-13%	?	2%	?	7%	-11%	-10%	-1%
CCCCN1C(=O)c2ccc(C(=O)NC3=NCCS3)cc2C1=O	/	?	-11%	8%	-9%	-2%	8%	1%

Next section.
SMILES	SMN2 splice up	ALDH1A1 inh	Tau fluor cs	HttQ103 aggreg	Tau fibril FP	Tau fibril ThT	HTT cytoprotect	KDM4E inh
O=C1c2cccnc2-c2ncccc21	7%	-14%	3%	11%	-4%	1%	3%	0%
Nc1nc(-c2ccc(Cl)cc2)cc(C(F)(F)F)n1	18%	?	-2%	3%	-7%	4%	-6%[10 µM]	?
O=C(N=NC(=O)c1ccc2c(O)n(C3CCCCC3)c(O)c2c1)c1cccnc1	4%	2.2µM*	-18%	5%	-8%	-9%	2%	-4%
O=C(CCN1c2ccccc2Sc2ccccc21)OCc1nnc(-c2ccccc2)o1	-1%	3%	?	12%	1%	?	-7%[10 µM]	-12%
Nc1ccc(Cl)c(NC(=O)c2cccs2)c1	3%	0%	2%	13%	0%	-9%	-2%	9%
Brc1ccc(-c2nc(-c3cccnc3)no2)o1	?	?	-14%	8%	0%	?	37%	20%
COc1cc(OC)nc(/N=C/NO)n1	/	11%	-4%	-3%[9.22 µM]	-2%	-6%	5%[10 µM]	3%
COc1cccc(CNc2cnc3ccccc3c2)c1O	3.5µM*	?	?	?	10%	?	1%[1.9 µM]	?
